IDE inh: inhibits human insulin-degrading enzyme in HEK cells; FAbetaB cleavage, fluorescence polarization; actives 0.41% (n = 320,000); inhibition, % at 5.59 µM; P14735;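 active = percent inhibition above the average of all tested compounds plus 3 SD, set per screening campaign, cut at about 16% in these data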;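 also: IDE supplied by intact live HEK cells; FP after avidin binding of uncleaved biotin substrate so inhibition keeps polarization high; 0% = DMSO wells and 100% = 60 µM reference IDE inhibitor Ii1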
Target sequence (P14735 whole entry, looked up): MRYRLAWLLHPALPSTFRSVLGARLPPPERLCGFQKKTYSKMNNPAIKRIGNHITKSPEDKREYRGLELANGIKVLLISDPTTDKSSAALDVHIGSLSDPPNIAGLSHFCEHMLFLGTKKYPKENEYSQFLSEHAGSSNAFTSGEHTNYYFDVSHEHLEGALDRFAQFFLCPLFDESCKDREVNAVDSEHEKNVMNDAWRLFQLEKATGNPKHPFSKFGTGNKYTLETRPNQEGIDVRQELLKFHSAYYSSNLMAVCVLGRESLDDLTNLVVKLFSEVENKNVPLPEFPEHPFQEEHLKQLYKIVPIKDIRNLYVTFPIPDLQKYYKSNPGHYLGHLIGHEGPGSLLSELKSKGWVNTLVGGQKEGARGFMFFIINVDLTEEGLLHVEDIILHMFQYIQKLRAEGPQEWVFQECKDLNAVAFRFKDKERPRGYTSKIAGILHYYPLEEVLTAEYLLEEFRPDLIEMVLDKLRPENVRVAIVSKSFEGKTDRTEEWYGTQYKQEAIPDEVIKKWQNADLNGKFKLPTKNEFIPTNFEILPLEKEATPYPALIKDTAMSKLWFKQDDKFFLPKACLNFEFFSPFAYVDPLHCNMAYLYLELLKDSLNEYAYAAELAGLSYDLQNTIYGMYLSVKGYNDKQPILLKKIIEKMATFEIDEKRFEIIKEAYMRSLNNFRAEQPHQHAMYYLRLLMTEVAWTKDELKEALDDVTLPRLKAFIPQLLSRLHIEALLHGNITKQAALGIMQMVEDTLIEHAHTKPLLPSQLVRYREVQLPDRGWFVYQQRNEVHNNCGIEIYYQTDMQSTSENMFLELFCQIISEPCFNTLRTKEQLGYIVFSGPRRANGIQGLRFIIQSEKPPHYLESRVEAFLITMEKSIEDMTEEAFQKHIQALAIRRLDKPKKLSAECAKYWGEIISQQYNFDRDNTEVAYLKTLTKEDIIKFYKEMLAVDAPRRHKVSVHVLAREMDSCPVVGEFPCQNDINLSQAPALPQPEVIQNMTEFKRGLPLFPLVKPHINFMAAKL
MEKK2 mut-MEK5: signal of MEK5 binding to mutant human MEKK2 PB1 domain | bead flow cytometry, Alexa488-MEK5 binding to MEKK2 mutant | AID 1530 | percent response, % at 10 µM | actives 0.35% (n = 290,000); in the data active = percent response above about 24%, passing the limit was not always enough; also: inactives centre near 1; some results filed as inactive read as strong as hits; reference of the scale not given here
IDE act: IDE (human) activation, cell-based; P14735; HEK cells, FAbeta-B cleavage, fluorescence polarization; 0% vehicle, 100% cell-free pure enzyme wells; activation, % at 5.96 µM; actives 0.073% (n = 340,000);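 active = activation above the mean of all tested compounds plus 3 SD, set per screening campaign, cut at about 17% in these data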
MEKK2 WT-MEK5: raises or lowers MEK5 binding to wildtype human MEKK2 PB1 domain. actives 1.1% (n = 290,000). bead flow cytometry, Alexa488-MEK5 binding to MEKK2 WT; actives lie on both sides. binding response (% of control), % at 10 µM. Q9Y2U5; in the data active = binding response below about 67% or above about 130%
p-CIP stab down: p/CIP protein destabilization. Q05BA5. F442A p/CIP-EGFP cells, EGFP fluorescence, 16 h. decrease of EGFP signal, % at 10 µM. actives 0.01% (n = 290,000). AID 1984;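 active = EGFP signal decrease of at least 30% at 10 µM or well 3 SD below plate mean, unless failing retest; inactive = the rest, including hits failing retest or dose response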; also: some compounds called inactive have numbers as strong as hits; many of its hits are not listed in these tables
UBC9 SUMO inh: inhibitors of human SUMOylation (UBC9); AID 2006; P63279; actives 0.36% (n = 290,000); HTRF SUMOylation assay, SAE1/SAE2 + UBC9, in vitro; inhibition, % at 35 µM; in the data active = inhibition above about 50%, passing the limit was not always enough; also: strong numbers were not always called active
PfM18AAP inh: blocks P. falciparum M18 aspartyl aminopeptidase; recombinant PfM18AAP, H-Glu-NHMec fluorogenic cleavage; inhibition, % at 7.35 µM; actives 1.2% (n = 290,000);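 active = inhibition above the campaign mean inhibition over all tested compounds plus 3 SD, cut at about 28% in these data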;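 also: 0% = plate median of test compound wells and 100% = 2 mM ZnCl2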
NALP1 inh: NALP1 inhibition | S. cerevisiae NALP1/ASC/caspase-1 growth, X-gal OD620, 72 h | inhibition, % at 10 µM | actives 0.61% (n = 280,000); in the data active = inhibition mostly above about 24%, no sharp cut-off; inactive = mostly below about 32%; also: some compounds called inactive have numbers as strong as hits
MEKK3 PB1 HTS: raises or lowers MEK5 binding to the human MEKK3 PB1 domain. binding response (% of control), % at 10 µM. actives 1.4% (n = 290,000). bead-based flow cytometry, Alexa488-MEK5 binding to MEKK3; actives lie on both sides; 0 = blocked by unlabeled MEK5, 100 = vehicle;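 active = binding response more than 3 SD above or below the average of its plate-row segment, actives on both sides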;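 also: Alexa488 bead fluorescence after subtracting the streptavidin-only scavenger bead signal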
Numbers without * were called inactive; x = no result given; [ ] = dose if it differs, or a comment.

mol	IDE inh	MEKK2 mut-MEK5	IDE act	MEKK2 WT-MEK5	p-CIP stab down	UBC9 SUMO inh	PfM18AAP inh	NALP1 inh	MEKK3 PB1 HTS
O=C(Nc1ccccn1)c1sc2cccc(F)c2c1Cl	8	-10	-3	91	2	24	-17	13	102
COC(=O)c1ccccc1NC(=O)CC#N	-2	0	5	101	-7	12	-7	20	101
CCCn1nnnc1SCC(=O)N1CCCc2ccccc21	-1	1	8	101	-2	10	-1	33	101
O=C(N/N=C\c1ccc(F)cc1)c1ccc(Cn2cc(Br)c([N+](=O)[O-])n2)o1	3	-4	-2	86	-8	8	13	1	93
NS(=O)(=O)c1cc2c(cc1Cl)NC(CSCc1ccccc1)=NS2(=O)=O	2	5	5	93	-8	20	4	18	74
COc1ccc(S(=O)(=O)NC2(C(F)(F)F)NC(=O)N(CCc3ccc(OC)c(OC)c3)C2=O)cc1 (stereo not given)	6	0	6	95	4	0	2	-10	96
COc1ccc(N2CCN(C(=O)CCc3ccc(S(=O)(=O)NC(C)C)cc3)CC2)cc1	4	5	-3	99	14	-27	0	-4	98
CCCCC(=O)Nc1ccc(C(=O)Nc2cccnc2)cc1	7	-2	3	98	9	-2	4	14	101
N#CCCNC(=O)CCN1CCCCC1	1	17	-1	98	6	7	5	11	101
O=[N+]([O-])c1ccccc1S(=O)(=O)NCCc1ccncc1	0	1	5	101	3	-13	-12	21	101
N=c1c2c(-c3ccccc3)c(-c3ccccc3)n(Cc3ccco3)c2ncn1Cc1ccco1	-4	41*	0	152*	0	16	-6	15	112
CCOc1ccc(-c2nc(CSCC(=O)NC3CC3)c(C)o2)cc1	0	-6	8	98	-6	21	-6	6	98
COc1ccc(NC(=O)C2C3C=CC4(CN(Cc5cccnc5)C(=O)C24)O3)c(OC)c1 (stereo not given)	6	3	-4	103	10	-2	4	15	99
COC(=O)C1=C(O)/C(=C\c2ccc(O)c(OC)c2)N=C1C	4	-4	-5	97	-11	1	55*	-5	94
O=C(COC(=O)C1(c2ccc(Cl)cc2)CCCC1)NCc1ccco1	-4	0	5	99	-6	11	7	11	102
CC1CCN(c2c(NCC3CCC(C(=O)NCc4ccccc4)CC3)c(=O)c2=O)CC1 (stereo not given)	0	-2	-4	100	-7	20	-2	25	110
O=C(NCC1CCCO1)c1csc2c1CCCCC2 (stereo not given)	6	-39	-3	-4.0*[inhibitor]	-1	-3	-1	-4	0.0*[inhibitor]
COc1ccc(N2CCN(c3nccs3)CC2)cc1	2	3	-1	104	-7	24	3	17	100
O=C(Nc1ccc(C(=O)N2CCCCC2)cc1)c1ccc([N+](=O)[O-])cc1	5	1	0	103	2	2	14	-3	95
CC1=CC2=NC(=O)/C(=C\c3ccc(-c4cccc(Cl)c4)o3)C(=N)N2O1	5	-3	0	93	-1	23	-7	11	101
COc1ccc(CN2CCN(CCC(C)C)C(CCO)C2)cc1Cn1cccn1 (stereo not given)	-2	-5	3	93	1	-12	3	2	91
O=C(Nc1c(C(=O)N2CCC(N3CCCCC3)CC2)oc2ccccc12)c1c(F)cccc1F	0	8	1	121	-5	10	-10	22	104
COc1ccc(OC)c(CN(CCCN2CCOCC2)C(=O)Nc2ccccc2)c1	1	4	5	104	-9	-1	2	12	103
CC(Oc1cc2oc(=O)c3c(c2cc1Cl)CCC3)C(=O)NCCCn1ccnc1 (stereo not given)	6	14	0	107	-6	16	-1	1	104
Cc1cc(=O)n2[nH]cc(-c3ccccc3)c2n1	x	11	-3	112	-2	11	3	8	112

Next part:
mol	IDE inh	MEKK2 mut-MEK5	IDE act	MEKK2 WT-MEK5	p-CIP stab down	UBC9 SUMO inh	PfM18AAP inh	NALP1 inh	MEKK3 PB1 HTS
FC(F)Oc1ccccc1NC(=S)Nc1cccnc1	1	-2	-4	99	-25	28	-3	0	96
Cc1ccccc1CNC(=O)Cc1cccs1	3	7	-1	104	-2	14	-5	12	104
S=c1[nH]nc(CSCc2ccccc2Cl)n1C1CCCCC1	x	-4	2	94	-4	-12	-13	3	95
Clc1nc(Cl)nc(N(c2ccccc2)c2ccccc2)n1	-2	-2	3	96	-6	-4	2	17	98
CCN1CCN(CC(=O)c2ccc(OC)cc2)CC1	1	-9	2	89	-2	12	-6	-3	75
CC1CCc2c(C(=O)NCC3CCCO3)csc2C1 (stereo not given)	1	1	0	96	-10	8	2	23	99
CC(O)Cn1c(=O)c2c(nc(Br)n2Cc2ccccc2)n(C)c1=O (stereo not given)	2	-4	2	93	11	1	0	-9	85
CC(C)C(c1nnnn1Cc1ccco1)N1CCN(c2nc3ccccc3s2)CC1 (stereo not given)	2	1	11	101	-1	-18	-46	7	102
COc1ccc(OCCNC(=O)C(c2ccccc2)c2ccccc2)cc1	4	2	3	98	-5	6	-1	12	98
COc1ccc(S(=O)(=O)c2c(O)c3ccc(C(=O)Nc4ccccc4)cc3[nH]c2=O)cc1	3	5	-1	102	5	23	5	-6	102
CCOC(=O)C1(Cc2cccc(OC)c2)CCN(Cc2ccc(OC)c(OC)c2)CC1	-7	-1	2	95	-9	12	13	23	97
O=C(N/N=C/c1cccnc1)c1ccccc1Cl	0	2	2	106	-2	13	1	7	100
Fc1ccccc1CSc1nnc(-c2cccnc2)o1	2	-2	-1	105	-1	5	0	8	105
CCOc1ccc2ccccc2c1/C=N/NC(=O)CC1(C)OCCCO1	-2	2	-2	114	-16	-11	1	40	101
O=C(C1CCCCC1)N1CCN(S(=O)(=O)c2ccc(Br)cc2)CC1	2	-1	-1	99	3	0	6	14	104
CCC(C)NC(=O)C1CCC(CNS(=O)(=O)c2ccc3c(c2)CC(C)N3C(C)=O)CC1 (stereo not given)	0	3	3	103	-6	10	3	-1	102
O=c1/c(=C/c2ccccn2)sc2nc3ccccc3n12	-1	x	3	x	-40	14	36*	2	x
C/C(=N\NS(=O)(=O)c1ccc(C(C)(C)C)cc1)c1ccccc1	-4	2	1	103	-7	-19	-11	20	105
O=C(Cn1c(=O)oc2ccccc21)N1CCCC1	3	6	6	103	-8	11	0	1	103
CC(C)Oc1ccc(N2CC(C(=O)Nc3ccccn3)CC2=O)cc1 (stereo not given)	-2	-8	4	90	-9	19	0	-15	102
c1ccc2cc(CNCc3cccc4ccccc34)ccc2c1	-1	16	3	137	-13	-26	3	1	107
COC(C)(C)c1cc(C(C)(C)C)nc(N)n1	-3	4	2	107	0	24	1	3	105
Cc1[nH]c2ccccc2c1C(=O)COC(=O)CCS(=O)(=O)c1ccccc1Cl	0	-1	6	107	11	-5	4	35	106
C=CCOc1ccccc1CN1CCC(Oc2cc(C(=O)NC3CC3)ccc2OC)CC1	x	5	1	104	-8	5	-6	6	102
COc1cccc(NC(=O)Nc2nc(-c3ccc(OC)c(OC)c3)cs2)c1	6	8	1	100	-23	-15	8	6	104

Next part:
mol	IDE inh	MEKK2 mut-MEK5	IDE act	MEKK2 WT-MEK5	p-CIP stab down	UBC9 SUMO inh	PfM18AAP inh	NALP1 inh	MEKK3 PB1 HTS
CCCOc1cc(CC(=O)NCc2ccco2)ccc1OC	3	-2	5	97	-6	-5	12	1	100
CN1/C(=C\C(=O)C[n+]2cccc(C(N)=O)c2)C(C)(C)c2ccccc21	0	-1	3	102	5	-7	7	8	112
CCC(=O)N(C)CCc1cc2c(c(OC)c1/C=N/NS(=O)(=O)c1ccc(C)cc1)OCO2	3	3	7	105	-3	-1	0	-12	102
COc1cccc(CSc2nnc(-c3ccco3)n2C)c1	0	0	3	94	-7	12	-4	14	99
Cc1cc(C(=O)NC(C)C2CCCO2)cs1 (stereo not given)	3	6	4	106	-13	21	1	10	105
Nc1c(S(=O)(=O)c2ccccc2)c2nc3ccccc3nc2n1Cc1ccco1	2	-1	-14	95	-44	31	16	28	102
CCC(C)[C@H](NC(=O)C1CC(=O)N(c2ccc(OC)cc2)C1)C(=O)N1CCCCC1 (stereo not given in full)	6	7	1	105	-2	8	-6	8	105
O=c1oc(-c2ccco2)nc2sc3c(c12)CCCC3	-1	6	-4	107	1	27	0	8	104
Cc1ccnc2nc(C(=O)OCCOc3ccccc3)nn12	5	1	-1	103	-4	18	-1	-2	103
Cc1c(C2C(C#N)=C(N)N(c3ccccc3C#N)C3=C2C(=O)CCC3)cnn1C (stereo not given)	-2	-3	5	92	7	8	5	22	95
CCSc1nc2ccccc2n1Cc1cccc([N+](=O)[O-])c1	2	7	0	110	-16	14	-4	8	108
COc1ccccc1CNc1ccc(Br)cn1	-2	-3	4	99	-4	-4	4	25	99
Cc1cn(C2OC(COC(=O)c3ccccc3)C(O)C2O)c(=O)[nH]c1=O (stereo not given)	-2	3	4	99	6	-14	-12	34	100

Ordered by molecular weight (falling): some entries from above
mol	IDE inh	MEKK2 mut-MEK5	IDE act	MEKK2 WT-MEK5	p-CIP stab down	UBC9 SUMO inh	PfM18AAP inh	NALP1 inh	MEKK3 PB1 HTS
CCC(=O)N(C)CCc1cc2c(c(OC)c1/C=N/NS(=O)(=O)c1ccc(C)cc1)OCO2	3	3	7	105	-3	-1	0	-12	102
C=CCOc1ccccc1CN1CCC(Oc2cc(C(=O)NC3CC3)ccc2OC)CC1	x	5	1	104	-8	5	-6	6	102
Cc1[nH]c2ccccc2c1C(=O)COC(=O)CCS(=O)(=O)c1ccccc1Cl	0	-1	6	107	11	-5	4	35	106
CCC(C)[C@H](NC(=O)C1CC(=O)N(c2ccc(OC)cc2)C1)C(=O)N1CCCCC1 (stereo not given in full)	6	7	1	105	-2	8	-6	8	105
Nc1c(S(=O)(=O)c2ccccc2)c2nc3ccccc3nc2n1Cc1ccco1	2	-1	-14	95	-44	31	16	28	102
COc1cccc(NC(=O)Nc2nc(-c3ccc(OC)c(OC)c3)cs2)c1	6	8	1	100	-23	-15	8	6	104
Cc1c(C2C(C#N)=C(N)N(c3ccccc3C#N)C3=C2C(=O)CCC3)cnn1C (stereo not given)	-2	-3	5	92	7	8	5	22	95
Cc1cn(C2OC(COC(=O)c3ccccc3)C(O)C2O)c(=O)[nH]c1=O (stereo not given)	-2	3	4	99	6	-14	-12	34	100
CCSc1nc2ccccc2n1Cc1cccc([N+](=O)[O-])c1	2	7	0	110	-16	14	-4	8	108
CCCOc1cc(CC(=O)NCc2ccco2)ccc1OC	3	-2	5	97	-6	-5	12	1	100
Cc1ccnc2nc(C(=O)OCCOc3ccccc3)nn12	5	1	-1	103	-4	18	-1	-2	103
c1ccc2cc(CNCc3cccc4ccccc34)ccc2c1	-1	16	3	137	-13	-26	3	1	107
COc1ccccc1CNc1ccc(Br)cn1	-2	-3	4	99	-4	-4	4	25	99
O=c1oc(-c2ccco2)nc2sc3c(c12)CCCC3	-1	6	-4	107	1	27	0	8	104
O=C(Cn1c(=O)oc2ccccc21)N1CCCC1	3	6	6	103	-8	11	0	1	103
Cc1cc(C(=O)NC(C)C2CCCO2)cs1 (stereo not given)	3	6	4	106	-13	21	1	10	105
COC(C)(C)c1cc(C(C)(C)C)nc(N)n1	-3	4	2	107	0	24	1	3	105

Bioassay records as filed in PubChem BioAssay.

Not all compounds are listed; the hit share may differ from the screen's.
